mHTT CaM bind: inhibitors of human mutant huntingtin-calmodulin interaction. AlphaScreen His-mHTT/GST-CaM binding, luminescence. inhibition, % at 15 µM. 190,000 compounds, 3.6% hits. AID 1671202;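 further: 0% = both proteins with DMSO and 100% = one protein alone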
Pf apPOL inh: Pf-apPOL DNA polymerase inhibition; Recombinant Pf-apPOL, molecular beacon fluorescence, 1.5 h; inhibition, % at 10 µM; 210,000 compounds, 0.25% hits; AID 1794808
The depositor's hits bear a star; i = inactive; · = not tested or not shown; & = joins results of further samples. No stated cut-off is given here; in the data, active means inhibition above about 50%; inactive means the rest. The order is random. About 3.6% of those tested had a hit in this group.

SMILES	mHTT CaM bind	Pf apPOL inh
Fc1cccc(CN2CCN(Cc3ccco3)CC2)c1	-1	-4
O=C(NC1CCCCC1)N1CCN(c2ccccc2)CC1	3	2
O=C(Nc1ncc(Cc2cccc(C(F)(F)F)c2)s1)c1ccc(-n2cnnn2)cc1	8	-2
COc1ccc(N(CC(=O)N2CCCCCC2)S(=O)(=O)c2ccccc2)cc1Cl	1	0
CCn1cc(C2CC(C(F)(F)F)n3nccc3N2)c(C)n1 (stereo not drawn)	-7	·
COc1ccccc1OCC(=O)O/N=C(\N)c1ccc(C)cc1	i	-4
CC(C)CCNC(=O)CC1Sc2ncccc2N(CC(C)C)C1=O (stereo not drawn)	-7	-1
COc1ccc(-c2csc3ncnc(NCCN4CCOCC4)c23)cc1	0	-15
CC(C)=C1C2CCC1C(C(=O)Nc1sc3c(c1C(N)=O)CCC(C)C3)C2C(=O)O (stereo not drawn)	20	-1
COc1ccc(CNC(=O)Cn2nc([N+](=O)[O-])c(Br)c2C)cc1	0	8
COc1ccc(OC)c(/C=C2\N=C(c3ccc(OC)c(Br)c3)OC2=O)c1	0	0
CC(=O)C(C(=Nc1ccccc1)Nc1ccccc1)=C(O)c1ccccc1	6	-6

Exported in markdown: part of the list above
| molecule | mHTT CaM bind | Pf apPOL inh |
| --- | --- | --- |
| O=C(Nc1ncc(Cc2cccc(C(F)(F)F)c2)s1)c1ccc(-n2cnnn2)cc1 | 8 | -2 |
| COc1ccc(N(CC(=O)N2CCCCCC2)S(=O)(=O)c2ccccc2)cc1Cl | 1 | 0 |
| CCn1cc(C2CC(C(F)(F)F)n3nccc3N2)c(C)n1 (stereo not drawn) | -7 | · |
| COc1ccccc1OCC(=O)O/N=C(\N)c1ccc(C)cc1 | i | -4 |
| CC(C)CCNC(=O)CC1Sc2ncccc2N(CC(C)C)C1=O (stereo not drawn) | -7 | -1 |
| COc1ccc(-c2csc3ncnc(NCCN4CCOCC4)c23)cc1 | 0 | -15 |
| CC(C)=C1C2CCC1C(C(=O)Nc1sc3c(c1C(N)=O)CCC(C)C3)C2C(=O)O (stereo not drawn) | 20 | -1 |

(next part)
SMILES	mHTT CaM bind	Pf apPOL inh
Cc1ccc(NC(=O)N2CCCC2c2cc(C(C)C)no2)cc1 (stereo not drawn)	-1	-2
Cc1ccc(-c2noc(CN3C(=O)COc4ccc(C)cc43)n2)cc1	-22	-4
O=C(Cc1noc2ccccc12)N1CCN(c2cc(-c3ccccc3)ncn2)CC1	4	-12
C(=NNc1cc(-c2ccccc2)nc2ncnn12)c1ccc2c(c1)OCO2	·	-1
CC1CCc2c(sc3ncnc(NCCN4CCOCC4)c23)C1 (stereo not drawn)	5	-5
CCC(=O)NCCc1csc(C2CCCN(C(=O)c3cccn3C)C2)n1 (stereo not drawn)	-3	2
COc1cc(C2C=C(Nc3ccc(C)cc3)C(=O)N2c2ccc(C)cc2)ccc1O (stereo not drawn)	8	-6
CCOc1ccc(NC(=O)c2c(NC(=O)CN(C)C)sc3c2CCC3)cc1	4	0
CCCn1cc(C(=O)Nc2ccc(N3CCOCC3)cc2)c2cccnc21	8	2
CCc1ccc(CNC(=O)C2c3ccccc3CCN2C(=O)C2CC2)cc1 (stereo not drawn)	9	-4
CCc1cc(NC(=O)c2ccoc2)nn1-c1ccccc1	20	2
COc1ccccc1NC(=O)C1=C(C)Nc2ncnn2C1c1ccc([N+](=O)[O-])cc1 (stereo not drawn)	7	-2

In the list so far, these contain bromine:
SMILES	mHTT CaM bind	Pf apPOL inh
COc1ccc(CNC(=O)Cn2nc([N+](=O)[O-])c(Br)c2C)cc1	0	8
COc1ccc(OC)c(/C=C2\N=C(c3ccc(OC)c(Br)c3)OC2=O)c1	0	0

The list continues.
SMILES	mHTT CaM bind	Pf apPOL inh
O=C(Cc1cccc(F)c1)N1CCC(COc2ccc(C(=O)N3CCCCC3)cc2)CC1	11	-2
Cc1nn(CCCC(=O)NCc2ccco2)c(C)c1[N+](=O)[O-]	1	-6
O=C(NC1CCCC1)N1CCC(CCOc2ccncc2)CC1	-1	-7
CCOc1ccccc1N1CCN(C(=O)c2ccc3c(c2)N(C)C2CCCCN2C3=O)CC1 (stereo not drawn)	12	-10
CCc1csc(C2CCCN(C(=O)C(C)(C)C)C2)n1 (stereo not drawn)	-5	-1
Cc1sc(NC(=O)CSC2=NCCS2)nc1-c1ccccc1	1	1
COc1cccc(OC)c1C(=O)N1CCN(Cc2ccc([N+](=O)[O-])cc2)CC1	9	-2
Cc1cc(Cl)ccc1OCc1nc(-c2cccc([N+](=O)[O-])c2)no1	-1&7	-5&-2
Cc1cccc(CC(=O)N2CCC(Cc3nc4cccnc4n3C(C)C)C2)c1 (stereo not drawn)	-1	-1
COc1cccc(C=C2Oc3c(ccc4c3CN(Cc3ccncc3)CO4)C2=O)c1	39	-30
O=C1c2cccc([N+](=O)[O-])c2C(=O)N1CNc1ccc(Cl)cc1	4	2
CCc1ccc(-n2c(N)c(C#N)c3nc4ccccc4nc32)cc1	21	0

Given in markdown: two of the compounds above.
| SMILES | mHTT CaM bind | Pf apPOL inh |
| --- | --- | --- |
| Cc1cccc(CC(=O)N2CCC(Cc3nc4cccnc4n3C(C)C)C2)c1 (stereo not drawn) | -1 | -1 |
| COc1cccc(C=C2Oc3c(ccc4c3CN(Cc3ccncc3)CO4)C2=O)c1 | 39 | -30 |

Next part:
SMILES	mHTT CaM bind	Pf apPOL inh
O=S1(=O)C=C(Sc2nc3cc(Cl)ccc3o2)c2ccccc21	-4	8
CCc1onc(C)c1C1CCCN1C(=O)Nc1ccc(C)c(F)c1 (stereo not drawn)	0	6
CCc1ccc(C(=O)N2CCCC(c3cccc(C(=O)NCc4cccnc4)c3)C2)cc1 (stereo not drawn)	13	-1
COc1ccc2cc(-c3csc(NC(=O)CCC(=O)NCc4cccnc4)n3)c(=O)oc2c1	1	-6
CC(C)C(=O)Nc1cccc(NC(=O)c2cccc(F)c2)c1	1	3
CCOc1cccc2cc(C(=O)Nc3ccc4c(c3)C(=O)N(C)C4=O)oc12	-6	-4
COC(CNC(=O)c1cc(Sc2ccc(Cl)cc2)nc2ccccc12)OC	2	-3
CCOC(=O)c1cc([N+](=O)[O-])ccc1Oc1ccc(SC(F)(F)F)cc1	·	-6
COc1cc(CNc2ccccc2SC)cc([N+](=O)[O-])c1O	30	-3
CCOc1ccc(NC(=O)N2CCCN(c3ncccc3-c3nc(C4CC4)no3)CC2)cc1	2	3
CCC(=O)NCCc1csc(C2CCN(C(=O)c3cc(F)ccc3F)CC2)n1	-3	-3
Cc1cc(C(F)(F)F)nn1CC(=O)N1CCCC1c1cccc(F)c1 (stereo not drawn)	-8	0
CCCC(=O)Nc1ccc(NC(=O)c2cccc(Cl)c2)cc1	5	-4
COc1ccc2cc(C(N)=O)c(=Nc3cccc(C#N)c3)oc2c1	-6	0
CN1C(=O)C2CCCCN2c2ccc(C(=O)NCc3cccs3)cc21 (stereo not drawn)	12	6
Cc1c(Cl)c([N+](=O)[O-])nn1CCCC(=O)Nc1c(C)n(C)n(-c2ccccc2)c1=O	-5	-9
Cc1nnc2c(NC(=O)c3ccccn3)cccn12	31	-16
CCN1C(=O)C(C)(C(=O)NCc2ccc(F)cc2)Oc2cccnc21 (stereo not drawn)	-5	0
CC(C)N=C(C(=O)NC(C)C)C(F)(F)F	·	6
COc1ccccc1NC(=O)C1=C(C)Nc2nc3ccccc3n2C1c1cccc(OC)c1OC (stereo not drawn)	41	2
COc1ccc(/C=C(/NC(=O)c2ccco2)C(=O)N2CCCCC2)cc1	6	-3
Oc1ccc(/C=C/c2ccc3cccc(O)c3n2)cc1Br	62*	4
CCOc1ccc(CC(=O)NCC2CCN(C3CCCC3)CC2)cc1	-4	-5
COc1ccc(-c2[nH]n(-c3ccc([N+](=O)[O-])cc3)c(=O)c2C=NCCN2CCNCC2)cc1	27	1

Continued; the last two above are carried over.
SMILES	mHTT CaM bind	Pf apPOL inh
CCOc1ccc(CC(=O)NCC2CCN(C3CCCC3)CC2)cc1	-4	-5
COc1ccc(-c2[nH]n(-c3ccc([N+](=O)[O-])cc3)c(=O)c2C=NCCN2CCNCC2)cc1	27	1
COc1cc(OC)cc(C(=O)NCCc2cccc(Cl)c2)c1	-5	-1
Cn1c2c(c(=O)c3cc(Cl)ccc31)CN(C(=O)NCc1ccc(F)cc1)CC2	18	-1
Cc1ccc(NC(=O)C(Cl)Cl)c(C)c1	-4	6
CCN1CCn2c(nc3cc(C(=O)Nc4ccc(F)c(F)c4)ccc32)C1=O	-5	1
CC1CCN(C(=O)C2CC(=O)N(c3ccccc3)C2)CC1 (stereo not drawn)	2	2
Cc1ccc2[nH]c3c(c2c1)CC(NC(=O)CC(C)C)CC3 (stereo not drawn)	93*	0
CCc1ccccc1NC(=O)C1CCCN(c2cn[nH]c(=O)c2)C1 (stereo not drawn)	-6	1
O=C(C1CCN(c2cc(N3CCCCC3)ncn2)CC1)N1CCC(N2CCCCC2)CC1	11	-3
COc1ccc2c(c1OC)C(=O)N(c1ccc(OC(F)(F)F)cc1)C2	4	-5
COCn1nnc(-c2ccccn2)n1	-8	·
CCCOc1ccc(CNC(=O)CCn2c(=O)[nH]c3ccsc3c2=O)cc1	1	-2
CC1=C(C(=O)Nc2ccc(Cc3ccncc3)cc2)C2(CCCCCC2)OC1=O	5	-3
Cc1cccc(-n2c(CN3CCN(C(=O)NCc4ccco4)CC3)nc3cccnc32)c1	18	3
CCOc1ccccc1N1CCN(C(=O)c2ccc(Cl)cc2[N+](=O)[O-])CC1	8	-3
O=C(NCc1cccnc1)C1CCC(=O)N1Cc1ccc(F)cc1 (stereo not drawn)	-3	-17
Cc1ccc(NC(=O)c2cc(S(=O)(=O)N3CCc4ccccc43)ccc2F)cc1C	-7	-4
CCc1ccc(N=c2oc3c(C)ncc(CO)c3cc2C(=O)Nc2ccccc2F)cc1	-4	-3
CCOc1cccc2c1OC(c1cccc(OC)c1)N1N=C(c3ccco3)CC21 (stereo not drawn)	28	-20
Cc1ccc(-c2nc(C=Nc3cccc(Cl)c3C)c(O)o2)cc1	3	-3
COc1cccc(Cc2n[nH]c(=S)n2Cc2ccco2)c1	·	-21
COc1ccc(N2C(=O)C3C(c4cccc(OC)c4O)NC(CC(C)C)(C(=O)O)C3C2=O)cc1 (stereo not drawn)	7	24
C[C@H]1[C@H](N(C)C)CC[C@@]23CCCN2C(=O)CCC[C@@H]13	-15	-7
COc1ccc(C(=O)NC(NCc2ccccc2)C(Cl)(Cl)Cl)cc1 (stereo not drawn)	-1	2
COc1ccc(NC(=O)c2cccc(C(F)(F)F)c2)cc1N1CCCCC1=O	-10	1
Cc1ccnc(N2CCCC(C(=O)NCCCN3CCC(Cc4ccccc4)CC3)C2)n1 (stereo not drawn)	9	7
Cc1cc(C2C(C#N)=C(N)N(c3ccc(Cl)cc3[N+](=O)[O-])C3=C2C(=O)CCC3)c(C)s1 (stereo not drawn)	30	-7
CC1CN(C(=O)Nc2ccc(F)cc2)CC1c1nc(-c2cccnc2)no1 (stereo not drawn)	3	-3
O=S1(=O)CC(N2CCN(CC3CC3)CC2)CN1C1CCCC1 (stereo not drawn)	-6	-3
O=C(CSc1n[nH]c(-c2ccccc2)n1)Nc1nnc(-c2ccc([N+](=O)[O-])cc2)s1	15	-3
CC(C)NC(=O)c1ccc(OCC2CCCN2C(=O)c2cc(F)ccc2F)cc1 (stereo not drawn)	-5	-5
O=C(CSc1nnnn1-c1ccc2c(c1)OCO2)Nc1ccc(OC(F)(F)Cl)cc1	5	-6
O=S1(=O)CC(O)C(S(=O)(=O)Cc2cccc(C(F)(F)F)c2)C1 (stereo not drawn)	·	1&-12
Cc1nc(C2CCCN(Cc3ccc(C)s3)C2)n[nH]1 (stereo not drawn)	1	-6
O=C1CCCC2=C1C(c1ccc(Cl)cc1Cl)n1ncnc1N2 (stereo not drawn)	-1	2
Cc1ccc(NC(=O)Cn2ccc3c(=O)[nH]ccc32)cc1F	10	27
O=C(NC1CCN(Cc2ccccc2)CC1)C1CCCN(c2cn[nH]c(=O)c2)C1 (stereo not drawn)	-3	-7
CCN(CC)c1ccc(C(=O)NCC2CCCO2)cc1 (stereo not drawn)	-4	-34
COc1ccccc1CNC(=O)c1cc2c(s1)CCN(C(=O)c1ccccc1)C2	4	34
COc1cc2c(-c3cc4ccccc4o3)cc(=O)oc2cc1C	4	-2
COC(=O)COc1ccc2c(c1)OC(=Cc1ccc(Cl)cc1)C2=O	10	-11
O=C(NCCCn1ncccc1=O)c1coc(NC(=O)c2cccs2)n1	-12	9
CN(C)c1nc(Oc2ccc(OCc3ccccc3)nn2)nc(N(C)C)n1	4&1	-6&-4
CC(C)(C)C(=O)Nc1ccc(C(=O)Nc2c[nH]c(=O)[nH]c2=O)cc1	1	-7
Cc1ncc([N+](=O)[O-])n1Cc1ccc(Cl)c(Cl)c1	-2	-6
Cc1ccc(S(=O)(=O)N(C)C(F)F)cc1	-1	-8
Cc1cccc(C(=O)N2CCc3nc[nH]c3C2)c1	7	-7
Cc1nc(C(=O)Nc2ccc(F)cc2C)c(C)o1	-11	2
Cc1ccc(-n2nc(C)c3sc(N4CCCN(C(=O)c5ccccc5C)CC4)nc32)cc1	23	1
CCOc1ccc(C2=Nn3c(nnc3-c3ccccc3)SC2)cc1Cl	0	-8
COc1cccc(C2N(c3ccc(Cl)c(Cl)c3)C(=O)C3CCCN32)c1 (stereo not drawn)	99*	-4
CCOC(=O)C1CCN(C(=O)c2cncc(-c3ccccc3Cl)c2)CC1	6	0
